Screens from PubChem BioAssay.
MRP resist rev: reverses drug resistance mediated by MRP. H69AR cells + 2 uM doxorubicin, CellTiter-Glo, 72 h. differential viability (reversal), % at 10 µM. actives 0.04% (n = 85,000). AID 602;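 active = viability drop by adding the cancer drug above about 55%, with treated viability meeting a 40% cutoff, limit read from the data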;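 also: viability without doxorubicin minus viability with 2 µM doxorubicin for each compound; larger differential means the compound sensitizes cells more to doxorubicin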
Bcl-B displacement: displacers of TR3 peptide from Bcl-B, primary screen, selectivity assay for Bfl-1 inhibitor project, biochemical, fluorescence polarization; actives 0.11% (n = 96,000); AID 748; displacement, % at 20 µM, or IC50 in µM where a hit was titrated; FP displacement of FITC-TR3 peptide from Bcl-B; higher % means a stronger effect;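 active = displacement above 50% at 20 µM plus a fluorescence interference ratio under 1.5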;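 also: plate controls were wells without compound for no effect and wells lacking Bcl-B protein for full effect; a part of the inactive calls stands beside numbers as strong as those of hits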
NFkB transloc pot: enhances IL-1B driven NFkB nuclear translocation | HUVEC IL-1B NFkB p65 nuclear translocation imaging | actives 0.3% (n = 94,000) | activation, % at 2 µM;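 active = activation above 40%, about the mean plus 3 SD, also judged a hit on visual image review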;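 also: percent activation is computed from the nuclear over cytoplasmic p65 intensity ratio; values of inactives mirror those of a sister screen read the other way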
NFkB transloc inh: blocks IL-1B driven NFkB nuclear translocation in HUVEC cells. HUVEC IL-1B NFkB p65 nuclear translocation imaging. inhibition, % at 2 µM. actives 0.43% (n = 94,000). AID 796;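 active = inhibition above about 30% together with a positive call from visual inspection of the well image, limit read from the data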;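 also: nuclear over cytoplasmic p65 intensity ratio measured by imaging; 0% = IL-1B stimulated DMSO wells and 100% = unstimulated DMSO wells; values of inactives mirror those of a sister screen read the other way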
PLAP inhibitors HTS: inhibition of human placental alkaline phosphatase – biochemical, luminescence, HTS (AID 690). purified PLAP, luminescent substrate; higher % means a stronger effect. inhibition, % at 20 µM, or IC50 in µM where a hit was titrated. actives 0.08% (n = 96,000); in the data active = a potency from the dose series; inactive = the rest, 99 in 100 with inhibition below about 30%; also: strong numbers were not always called active
MRP resist rev cytotoxicity: recorded beside MRP resist rev, whose call it bears; viability, %; H69AR cells, CellTiter-Glo, 72 h; measured here: cytotoxicity without doxorubicin
MRP resist rev with doxorubicin: further read-out of MRP resist rev, marked with its call; viability, %; measured here: viability with 2 uM doxorubicin; stronger effect = lower value
NFkB transloc inh cell count 2 µM: further read-out of NFkB transloc inh, marked with its call; cell count; measured here: cells passing quality filter;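 raw number of nuclei counted in each imaged well without normalization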
NFkB transloc pot cell count 2 µM: recorded beside NFkB transloc pot, whose call it bears; cell count; measured here: cells passing quality filter
An asterisk follows results filed as active; / = not tested or not shown.

no.	compound	MRP resist rev	MRP resist rev cytotoxicity	MRP resist rev with doxorubicin	Bcl-B displacement	NFkB transloc pot
1	COc1ccc(OC)c(NC(=O)CCN2CCCCC2)c1	5	82	77	-1%	14
2	CC(Sc1ccc2c(c1)OCCO2)C(=O)Nc1ncc(Cl)cc1Cl (stereo not given)	17	94	77	-6%	-19
3	COc1cccc(N(CC(=O)Nc2cccc(N(C)S(C)(=O)=O)c2)S(C)(=O)=O)c1	8	96	89	-3%	-8
4	O=C(CN1CCN(CCN2C(=O)c3cccc4cccc(c34)C2=O)CC1)c1ccc(F)cc1	/	/	/	-2%	5
5	O=C(CSc1nnc(-c2ccccc2)n1Cc1ccccc1)N1CCCC1	9	80	72	-9%	1
6	Cc1ccc(S(=O)(=O)Cn2nnnc2C(C(C)C)N2CCN(Cc3ccco3)CC2)cc1 (stereo not given)	14	99	85	-6%	6
7	CC12C=CC3(O1)C(C(=O)N(c1ccccc1)C3C(=O)NC1CCCC1)C2C(N)=O (stereo not given)	-6	90	95	/	-1
8	CC1=C(Sc2ccccn2)C(=O)NC(C)(C)C1	-27	73	100	-3%	-17

no.	NFkB transloc pot cell count 2 µM	NFkB transloc inh	NFkB transloc inh cell count 2 µM	PLAP inhibitors HTS
1	130	-14	130	-46%
2	169	19	169	1%
3	109	8	109	-70%
4	147	-5	147	-53%
5	167	-1	167	-2%
6	193	-6	193	-20%
7	151	1	151	/
8	111	17	111	23%

Next part:
no.	compound	MRP resist rev	MRP resist rev cytotoxicity	MRP resist rev with doxorubicin	Bcl-B displacement	NFkB transloc pot
9	COc1ccccc1NC(=O)Cn1cnc2c(cnn2-c2ccc(C)c(C)c2)c1=O	11	109	98	-7%	5
10	COC(=O)c1ccc(N(C(=O)c2ccco2)C(C(=O)NC2CCCC2)c2ccco2)cc1 (stereo not given)	-4	79	83	/	15
11	Cn1c(=O)c2cc(S(=O)(=O)NC(C(=O)N3CCCCCC3)c3ccccc3)ccc2n(C)c1=O (stereo not given)	0	79	79	6%	-6
12	COc1cc(-c2nc3ccccn3c2/N=C/c2ccccc2)ccc1O	/	/	/	0%	-8
13	CCc1ccc(C2CC(c3ccccc3C)n3nc(N)nc3N2)cc1 (stereo not given)	8	101	93	2%	/
14	N#CC[n+]1cc(-c2ccc(Cl)cc2)n2c1CCC2	-1	93	95	9%	3
15	COC(=O)CCN(C1CCCCC1)S(=O)(=O)c1ccc(S(=O)(=O)N2CCCCC2)cc1	16	92	75	-3%	-1
16	O=S(=O)(c1ccc(Cl)cc1)N1CCC(N2CCOCC2)CC1	2	78	76	-9%	9

no.	NFkB transloc pot cell count 2 µM	NFkB transloc inh	NFkB transloc inh cell count 2 µM	PLAP inhibitors HTS
9	194	-5	194	8%
10	104	-15	104	/
11	61	6	61	-70%
12	131	8	131	10%
13	/	/	/	-12%
14	103	-3	103	25%
15	137	1	137	10%
16	190	-9	190	-16%

Excerpt: compounds 1–14
no.	compound	MRP resist rev	MRP resist rev cytotoxicity	MRP resist rev with doxorubicin	Bcl-B displacement	NFkB transloc pot
1	COc1ccc(OC)c(NC(=O)CCN2CCCCC2)c1	5	82	77	-1%	14
2	CC(Sc1ccc2c(c1)OCCO2)C(=O)Nc1ncc(Cl)cc1Cl (stereo not given)	17	94	77	-6%	-19
3	COc1cccc(N(CC(=O)Nc2cccc(N(C)S(C)(=O)=O)c2)S(C)(=O)=O)c1	8	96	89	-3%	-8
4	O=C(CN1CCN(CCN2C(=O)c3cccc4cccc(c34)C2=O)CC1)c1ccc(F)cc1	/	/	/	-2%	5
5	O=C(CSc1nnc(-c2ccccc2)n1Cc1ccccc1)N1CCCC1	9	80	72	-9%	1
6	Cc1ccc(S(=O)(=O)Cn2nnnc2C(C(C)C)N2CCN(Cc3ccco3)CC2)cc1 (stereo not given)	14	99	85	-6%	6
7	CC12C=CC3(O1)C(C(=O)N(c1ccccc1)C3C(=O)NC1CCCC1)C2C(N)=O (stereo not given)	-6	90	95	/	-1
8	CC1=C(Sc2ccccn2)C(=O)NC(C)(C)C1	-27	73	100	-3%	-17
9	COc1ccccc1NC(=O)Cn1cnc2c(cnn2-c2ccc(C)c(C)c2)c1=O	11	109	98	-7%	5
10	COC(=O)c1ccc(N(C(=O)c2ccco2)C(C(=O)NC2CCCC2)c2ccco2)cc1 (stereo not given)	-4	79	83	/	15

no.	NFkB transloc pot cell count 2 µM	NFkB transloc inh	NFkB transloc inh cell count 2 µM	PLAP inhibitors HTS
1	130	-14	130	-46%
2	169	19	169	1%
3	109	8	109	-70%
4	147	-5	147	-53%
5	167	-1	167	-2%
6	193	-6	193	-20%
7	151	1	151	/
8	111	17	111	23%
9	194	-5	194	8%
10	104	-15	104	/

no.	compound	MRP resist rev	MRP resist rev cytotoxicity	MRP resist rev with doxorubicin	Bcl-B displacement	NFkB transloc pot
11	Cn1c(=O)c2cc(S(=O)(=O)NC(C(=O)N3CCCCCC3)c3ccccc3)ccc2n(C)c1=O (stereo not given)	0	79	79	6%	-6
12	COc1cc(-c2nc3ccccn3c2/N=C/c2ccccc2)ccc1O	/	/	/	0%	-8
13	CCc1ccc(C2CC(c3ccccc3C)n3nc(N)nc3N2)cc1 (stereo not given)	8	101	93	2%	/
14	N#CC[n+]1cc(-c2ccc(Cl)cc2)n2c1CCC2	-1	93	95	9%	3

no.	NFkB transloc pot cell count 2 µM	NFkB transloc inh	NFkB transloc inh cell count 2 µM	PLAP inhibitors HTS
11	61	6	61	-70%
12	131	8	131	10%
13	/	/	/	-12%
14	103	-3	103	25%

Further entries:
no.	compound	MRP resist rev	MRP resist rev cytotoxicity	MRP resist rev with doxorubicin	Bcl-B displacement	NFkB transloc pot
17	O=C(CSc1ncccc1-c1nc2ccccc2[nH]1)NCc1ccco1	-10	62	72	19%	-13
18	CN(C)/C=C(\C(=O)c1ccc(Cl)cc1)c1nnnn1-c1ccc(Cl)cc1	-7	86	92	/	7
19	O=C(NCc1ccccc1)C1CCCN1S(=O)(=O)c1cccc2cccnc12 (stereo not given)	-2	85	87	-3%	8
20	CCOC(=O)CN1C2=NCCN2c2ccccc21	0	101	101	-8%	18
21	CCCCN(CCCC)C(=O)c1nsnc1-c1ccccc1O	11	89	78	-3%	21
22	CSCc1cc(N(C)C)nc(SCc2ccc(Cl)c(Cl)c2)n1	/	/	/	-67%	15
23	Cc1ccc(OCCCC(=O)N2CCOCC2)c(C)c1	13	101	87	-3%	18
24	CCSc1nnc(N2C(=O)CC(c3ccsc3)C3=C2CC(C)(C)CC3=O)s1 (stereo not given)	4	92	88	2%	10

no.	NFkB transloc pot cell count 2 µM	NFkB transloc inh	NFkB transloc inh cell count 2 µM	PLAP inhibitors HTS
17	126	14	126	-100%
18	135	-7	135	/
19	61	-8	61	-1%
20	129	-18	129	-24%
21	69	-21	69	1%
22	192	-15	192	-2%
23	115	-18	115	-9%
24	68	-10	68	-35%

More results follow.
no.	compound	MRP resist rev	MRP resist rev cytotoxicity	MRP resist rev with doxorubicin	Bcl-B displacement	NFkB transloc pot
25	CCC(=O)Nc1cccc(NC(=O)CSc2nnnn2C2CCCC2)c1	-16	61	78	-6%	-7
26	COc1ccc2nc3oc(C(=O)Nc4ccc(OC)c(OC)c4)cc3cc2c1	-4	77	81	-70%	/
27	CCCc1cc(=O)oc2cc(C)cc(OCC(=O)O)c12	16	97	81	2%	13
28	CC1Cc2ccccc2N1C(=O)CSc1ccccc1 (stereo not given)	/	/	/	0%	6
29	CC(=O)c1cccc(NC(=O)COc2ccc(S(=O)(=O)N3CCCCC3)cc2)c1	-3	63	66	-7%	6
30	c1ccc(CCn2c3ccccc3c3nnc(SCc4ccc5nonc5c4)nc32)cc1	0	87	87	-10%	1
31	CCN1CCN(C(c2cccs2)C(C)NC(=O)c2ccccc2F)CC1 (stereo not given)	-2	91	93	-4%	5
32	Clc1cccc(-c2nc3nc4ccccc4nc3n2Cc2ccco2)c1	-20	34	54	1%	0

no.	NFkB transloc pot cell count 2 µM	NFkB transloc inh	NFkB transloc inh cell count 2 µM	PLAP inhibitors HTS
25	129	7	129	4%
26	/	/	/	-21%
27	79	-13	79	-18%
28	179	-6	179	14%
29	148	-6	148	19%
30	191	-1	191	-11%
31	139	-5	139	-8%
32	117	0	117	-14%

Next results:
no.	compound	MRP resist rev	MRP resist rev cytotoxicity	MRP resist rev with doxorubicin	Bcl-B displacement	NFkB transloc pot
33	COc1cc(OC)c(OC)cc1CN(C)C(c1ccccc1)c1nnnn1-c1ccccc1C (stereo not given)	/	/	/	7%	-1
34	O=S(=O)(N/N=C\C=C\c1ccccc1)c1ccccc1	/	/	/	/	4
35	COc1ccc(-n2nnnc2SCc2nc(N)nc(N3CCOCC3)n2)cc1	16	94	79	3%	/
36	Cn1cc(/C=N/n2cnc3sc4c(c3c2=O)CCCC4)c2ccccc21	-21	26	48	2%	7
37	Cc1ccc(-n2nc(C)c3c2OC(N)=C(C#N)C3c2cccs2)cc1 (stereo not given)	-6	87	94	-3%	/
38	CCCCCOC(=O)C1C2C=CC3(CN(c4ccccc4C)C(=O)C13)O2 (stereo not given)	/	/	/	7%	/
39	O=S1(=O)N=C(Oc2ccccc2)c2ccccc21	-5	95	100	12%	1
40	CSc1cccc(NC(=O)C(C)Sc2ccc(C)cc2)c1 (stereo not given)	12	84	72	16%	12

no.	NFkB transloc pot cell count 2 µM	NFkB transloc inh	NFkB transloc inh cell count 2 µM	PLAP inhibitors HTS
33	177	0	177	-40%
34	148	-4	148	/
35	/	/	/	-2%
36	127	-7	127	8%
37	/	/	/	20%
38	/	/	/	-42%
39	178	-1	178	4%
40	63	-12	63	33%

Next part:
no.	compound	MRP resist rev	MRP resist rev cytotoxicity	MRP resist rev with doxorubicin	Bcl-B displacement	NFkB transloc pot
41	COc1ccc(S(=O)(=O)Nc2c3ccccc3nc(=O)n2-c2ccccc2)cc1	4	110	105	15%	-4
42	CN1CCC(OC(=O)c2cccc(Br)c2)CC1	13	91	78	-2%	-2
43	CN(C)c1ccc(P(=O)(OCc2ccccc2)C(O)c2ccncc2)cc1 (stereo not given)	2	76	74	2%	19
44	CCOC(=O)CCc1c(C)c2ccc(OC(C)C(=O)OCC)c(C)c2oc1=O (stereo not given)	-17	74	90	-1%	4
45	CC1CC(OCC(O)CN2CCN(Cc3ccccc3)CC2)CC(C)(C)C1 (stereo not given)	/	/	/	2%	-8
46	CCCNC(=O)c1cccc(C(F)(F)F)c1	/	/	/	-5%	10
47	Cc1nn(-c2ccc(C(=O)O)cc2)c(C)c1Oc1ccccc1O	/	/	/	17%	-1
48	CC(Oc1ccccc1)C(=O)Nc1ccc(S(=O)(=O)N2CCOCC2)cc1 (stereo not given)	-7	78	85	8%	-4

no.	NFkB transloc pot cell count 2 µM	NFkB transloc inh	NFkB transloc inh cell count 2 µM	PLAP inhibitors HTS
41	166	4	166	-7%
42	170	2	170	4%
43	200	-19	200	-8%
44	172	-4	172	-55%
45	107	8	107	/
46	174	-10	174	2%
47	135	1	135	-2%
48	87	4	87	-41%

Next section:
no.	compound	MRP resist rev	MRP resist rev cytotoxicity	MRP resist rev with doxorubicin	Bcl-B displacement	NFkB transloc pot
49	Cc1ccc2cc(CN(CCN3CCCC3)C(=O)Nc3ccc(F)cc3)c(=O)[nH]c2c1C	-11	38	48	-9%	14
50	Cc1ccc(S(=O)(=O)CCC(=O)O)cc1C	-3	82	85	/	7
51	COc1ccc(C(=O)N2CCSC2=S)cc1OC	-4	78	81	-18%	-3
52	CSc1nsc(SCC(=O)Nc2ccc(C(C)=O)cc2)n1	-5	92	97	19%	0
53	Cc1ccccc1CSCCNC(=O)c1ccc(Cl)c(S(=O)(=O)N2CCOCC2)c1	-52	25	77	/	9

no.	NFkB transloc pot cell count 2 µM	NFkB transloc inh	NFkB transloc inh cell count 2 µM	PLAP inhibitors HTS
49	157	-14	157	-46%
50	77	-7	77	/
51	118	3	118	-3%
52	202	0	202	3%
53	124	-9	124	/

Only part of the results is shown; rates above refer to the full screens.
